Bioassay records from PubChem BioAssay.
AmpC inh detg – inhibitors of E. coli AmpC beta-lactamase with detergent | P00811 | AmpC hydrolysis of nitrocefin, absorbance 480 nm, 0.01% Triton | Potency, µM (doses to about 114 µM), without a hit: at the top dose activity change, negative = inhibition, usual class: inhibitors | hit rate 0.041% among 370,000;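 further: potency means the concentration at half of the fitted maximal effect; 0% = no-compound wells and -100% = no-enzyme wells; nearly all actives have a fitted effect of over 25% in size; some results filed as inactive show a strong effect at the top dose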
Target sequence (P00811 whole entry, looked up): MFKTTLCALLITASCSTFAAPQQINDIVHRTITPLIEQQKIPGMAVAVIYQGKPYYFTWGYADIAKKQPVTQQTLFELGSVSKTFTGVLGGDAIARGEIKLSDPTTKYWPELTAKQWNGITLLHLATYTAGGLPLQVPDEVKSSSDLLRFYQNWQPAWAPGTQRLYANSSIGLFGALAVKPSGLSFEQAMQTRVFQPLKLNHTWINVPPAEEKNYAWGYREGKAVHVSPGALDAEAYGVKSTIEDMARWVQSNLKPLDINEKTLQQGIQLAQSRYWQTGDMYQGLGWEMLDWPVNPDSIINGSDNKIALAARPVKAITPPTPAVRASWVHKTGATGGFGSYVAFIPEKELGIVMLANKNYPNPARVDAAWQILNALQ
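AmpC (5.3 nM in the dispensed reagent) in 20 mM phosphate pH 7.0 with 0.01% (detergent screen) or 0.0001% Triton X-100 was preincubated with compounds for 15 min at room temperature. Nitrocefin was then added from an 800 uM solution, and hydrolysis was followed at 480 nm.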
AmpC no deterg – inhibitors of E. coli AmpC beta-lactamase without detergent. P00811. AmpC nitrocefin hydrolysis, absorbance 480 nm, 0.0001% Triton. Potency, µM (titrated, usually from 57.1 µM), for the others: at the highest dose activity change, negative = inhibition, actives largely listed as inhibitors. hit rate 0.52% among 330,000. AID 485341;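 further: potency means the concentration at half of the fitted maximal effect; plate controls were no compound for no effect and no enzyme for full effect; nearly all actives have a fitted effect of over 20% in size; some results filed as inactive show a strong effect at the top dose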
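AmpC (5.3 nM in the dispensed reagent) in 20 mM phosphate pH 7.0 with 0.01% (detergent screen) or 0.0001% Triton X-100 was preincubated with compounds for 15 min at room temperature. Nitrocefin was then added from an 800 uM solution, and hydrolysis was followed at 480 nm.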
FBPA Giardia inh – Giardia lamblia aldolase inhibition; A8B2U2; purified Giardia FBPA; Potency, µM (doses to about 59.6 µM), inactives show at the highest dose activity, negative = inhibition, most hits filed as inhibitors; hit rate 0.71% among 290,000; AID 2451; further: potency means the concentration at half of the fitted maximal effect; nearly all actives have a fitted effect of over 55% in size
Target sequence (A8B2U2 whole entry, looked up): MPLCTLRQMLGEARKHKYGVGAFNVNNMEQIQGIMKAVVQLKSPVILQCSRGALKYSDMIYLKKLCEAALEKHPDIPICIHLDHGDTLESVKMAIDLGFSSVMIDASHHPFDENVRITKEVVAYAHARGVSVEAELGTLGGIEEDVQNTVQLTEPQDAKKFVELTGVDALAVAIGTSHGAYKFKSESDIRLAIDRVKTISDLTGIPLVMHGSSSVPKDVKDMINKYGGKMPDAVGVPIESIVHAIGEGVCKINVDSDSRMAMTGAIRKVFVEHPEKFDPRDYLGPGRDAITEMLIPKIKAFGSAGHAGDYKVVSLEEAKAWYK
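Giardia FBPA (40 nM reagent) was preincubated 10 min at RT with compound (up to 57.5 uM final), then substrate plus GAPDH/TPI/NAD/arsenate coupling system with diaphorase/resazurin was added; resorufin fluorescence (525/598 nm) was read after 20 min.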
HCMV inh – blocks human cytomegalovirus replication. HFF cells, HCMV-luciferase reporter, 72 h; stronger effect = lower value. activity change, negative = inhibition, % at 57.5 µM. hit rate 4.5% among 410,000; in the data active means activity change below about -60%; inconclusive means no clear call, values can overlap the other calls; inactive means above about -39%
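Inhibition of viral replication was scored as loss of reporter luminescence in HFFs infected with HCMV-luciferase (MOI 1 PFU/cell) for 72 h; compounds tested at 2 doses, normalized to buffer and Salinomycin controls.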
Sm TGR inh – inhibitors of Schistosoma mansoni thioredoxin glutathione reductase; Q962Y6; purified TGR, DTNB reduction, TNB absorbance 405 nm; Potency, µM (highest dose often 114 µM), without a hit: at the highest dose activity change, negative = inhibition, most hits filed as inhibitors; hit rate 3% among 360,000; further: potency means the concentration at half of the fitted maximal effect; nearly all actives have a fitted effect of over 60% in size
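First, TGR (20 nM dispensed) and NADPH were mixed with compound. Second, a 15 min room-temperature incubation followed. Third, further NADPH and then DTNB were added to start the reaction. Finally, TNB absorbance was monitored kinetically.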
AMA1 RON2 block – inhibitors of Plasmodium falciparum AMA1-RON2 interaction. hit rate 0.2% among 360,000. Potency, µM (series often up to 58.2 µM), for inactives: at the top dose activity change, negative = inhibition, actives largely listed as inhibitors. AlphaScreen AMA1-biotinylated RON2 peptide binding;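 further: potency means the concentration at half of the fitted maximal effect; 0% = vehicle wells and -100% = peptide control; nearly all actives have a fitted effect of over 45% in size; some results filed as inactive show a strong effect at the top dose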
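AMA1 (3D7) with his tag at 25 nM final met compounds first, then biotinylated RON2 peptide at 25 nM; detection used donor plus acceptor beads, 10 µg/mL apiece, read by AlphaScreen after 30 min at room temperature.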
* marks the source's active call; other numbers are inactive results; ? = inconclusive; nt = not tested or not shown; & = joins results of further samples; ! = not active in a repeat; [ ] = remark or other dose. Unless noted, the call rests on the fitted dose curve; in most records, active means well fitted curve in the direction sought with a large enough effect; inconclusive means small, poorly fitted or top-dose-only effect, or another doubt; inactive means no such curve, though single readings can be large; an effect the other way counts as inactive or inconclusive. Unless noted, on the % scale 0 is the no-effect control and ±100 the full control effect.

structure | AmpC inh detg | AmpC no deterg | FBPA Giardia inh | HCMV inh | Sm TGR inh | AMA1 RON2 block
CC(C)n1c(O)c(N=Nc2ccc(Cl)c(C(=O)O)c2)c2ccccc21 | -8% | -36% | 22% | -8 | 5% | -11%
Cc1cccc(NC(=O)C2(c3ccc([N+](=O)[O-])cc3)CCCC2)c1 | ? | -50% | -2% | 16 | 7% | 22%
O=C(COC(=O)c1ccccc1Cl)NCCC1=CCCCC1 | 5% | -1% | 2% | -25 | 19% | 22%
COc1cccc(/C=N/n2c(COc3ccccc3)n[nH]c2=S)c1OC | 0% | -36% | 17% | 55 | 0% | 81%[activator]
COc1ccc(-c2cc(C(=O)Nc3cccc(O)c3)on2)cc1OC | 10% | nt | nt | 43 | -2% | nt
COc1cccc(-c2nc(-c3ccc(NC(=O)c4cccs4)cc3)no2)c1 | 1% | -12% | 2% | -25 | -1% | 7%
CCOc1ccccc1N(C)C(=O)c1cc(S(=O)(=O)NCc2ccc(C)cc2)ccc1F | 6% | nt | nt | -34 | 1% | nt
CCN(CC)S(=O)(=O)c1ccc(N2CC(C(=O)NCc3ccc4c(c3)OCO4)CC2=O)cc1 (stereo not drawn) | 5% | -27% | nt | 0 | -3% | 1%
NC(=O)c1sc2nc(-c3ccccc3)ccc2c1N | -10% | -12% | -2% | 12 | -21% | 1%
c1ccc(Oc2ccc(-n3cnnn3)cc2)cc1 | -1% | -22% | -7% | -3 | 3% | 1%
CCOc1cc(/C=N/n2cnnc2)ccc1OS(=O)(=O)c1ccccc1 | -4% | 86%[activator] | -16% | -10 | nt | -4%
Cc1ccc2c3c([nH]c2c1)C(=O)CC(C)(C)S3 | 4% | -23% | 1% | -6 | 9% | -1%
O=C(Nc1ccccc1)C1CCN(C(=O)c2ccc([N+](=O)[O-])cc2)CC1 | -1% | -3% | -1% | 4 | nt | 5%
COc1ccc(C2CC(=O)Oc3c(C(CCN4CCN(c5ccccc5)CC4)c4ccc(N(C)C)cc4)c(OC)cc(OC)c32)cc1 (stereo not drawn) | -4% | 63%[activator] | -5%&4% | -23 | -14% | 11µM*
Cc1nn(CCC(=O)NCc2ccc(N(C)C)cc2)c(=O)c2nn(-c3ccccc3)c(C)c12 | 0%&-3% | 17% | nt | -63*! | -8%&1% | -13%
CC(C)c1nc2n[nH]c(N)c2c2c1CCC2 | ? | -14% | -9% | -29 | 3% | 17%
COC(=O)/C(=C\c1ccc2c(c1)c1ccccc1n2C)NC(=O)c1ccccc1 | -11% | -19% | 0% | ? | 7% | -12%
Clc1ccccc1/C=C/C=N/Nc1nc(N2CCOCC2)nc(N2CCOCC2)n1 | ? | 126%[activator] | -2% | -13 | 1% | -13%
O=C(NC1CCCCC1)c1ccc2c(c1)N(Cc1ccc(F)cc1)C(=O)c1ccccc1S2(=O)=O | 6% | nt | nt | -2 | -12% | nt
COc1cc2c(N3CCOCC3)cc(O)c(CC(=O)Nc3ccccc3)c2cc1OC | 4% | 3% | ? | -8 | ? | 10%
O=C(COc1ccc(Br)cc1Cl)NC1CCN(Cc2ccccc2)CC1 | -6% | 138%[activator] | nt | 8 | -15% | 5%
CCOc1ccc(NC(=O)c2oc3ccccc3c2NC(=O)CC)cc1 | -1% | 0% | 1% | nt | -14% | nt
CC(C(N)=O)N1C(=O)C2C3C=CC(C3)C2C1=O (stereo not drawn) | 1% | -18% | 3% | 46 | 2% | -4%
COc1cc(CCN2C(=O)c3cccc4cccc(c34)C2=O)c(S(=O)(=O)NCCO)cc1OC | -9% | 164%[activator] | -7% | 61 | -7% | 1%[2.32 µM]
CN(Cc1ccccc1)C1CCN(Cc2ccccc2[N+](=O)[O-])CC1 | 1% | -12% | ? | 131 | ? | -28%
CCOC(=O)Cn1c(=O)oc2cc(S(=O)(=O)N3CCc4ccccc43)ccc21 | -12% | 18% | -3% | ? | -31% | 3%
Cc1ccc2cc(CN(Cc3ccco3)S(=O)(=O)c3c(C)ccc4nsnc34)c(=O)[nH]c2c1 | -1% | -30% | -2% | -10 | 8.9µM* | -9%
Cc1ccc(C)c(N2CCN(CCCNC(=O)c3cnn(-c4ccccc4)c3C3CCN(C(=O)OC(C)(C)C)CC3)CC2)c1 | 3% | nt | nt | ? | -7% | nt
COC(=O)CSc1nnc(-c2cccs2)n1-c1ccc(Cl)cc1 | 1% | 17% | 4% | -1 | -7% | -10%
CC1(C)Cc2c(C#N)c(N3CCN(C(=O)c4ccccc4Cl)CC3)nc(-c3ccco3)c2CS1 | -8% | 50% | -22% | -4 | 3.5µM* | ?
Cc1cc(C)nc(SCc2nnc(SCC(=O)N3CCOCC3)o2)n1 | -14% | 2% | 0% | 22 | 3% | 14%
C/C(=N\NC(=O)c1ccc(C)cc1C)c1ccc2c(c1)OCO2 | ? | -18% | 1% | -16 | -4% | 14%[11.6 µM]
CCCCNC(=O)CSc1nc2ccccc2c(=O)n1CC1COc2ccccc2O1 (stereo not drawn) | -14% | -16% | -1% | 37 | 5% | -4%
COC(=O)c1cnn2c(C)c(Cc3c(C)cc(C)cc3C)c(C)nc12 | 3% | nt | nt | 11 | 3% | nt
CCc1ccc(CCC(=O)Nc2ccc(C(C)=O)cc2)o1 | 8% | -17% | -1% | 34 | -6% | -19%
Nc1nc2c([N+](=O)[O-])cccc2s1 | 4% | -15% | 0% | 27 | nt | 11%
CCc1noc(C)c1C(=O)N1CCN(S(=O)(=O)c2ccc(C(C)=O)cc2)CC1 | ? | -9% | nt | -10 | -12% | 14%
Cc1ccc(C(=O)NCc2ccc3c(c2)OCO3)cc1S(=O)(=O)N1CCCCC1 | -1% | -5% | 4% | -24 | -2% | -10%
O=S(=O)(c1ccc(F)cc1)N1CCN(Cc2nnc(-c3ccccc3)o2)CC1 | ? | 41% | nt | 3 | -17% | 0%
CC1c2[nH]c3ccccc3c2C[C@H]2C(=O)N(CCCN(C)C)CC(=O)N12 (stereo partly drawn) | -1% | -16% | 5% | 23 | 0% | -4%
CCOc1cc(/C=C2\C(=O)NC(=O)N(C)C2=O)cc([N+](=O)[O-])c1O | -3% | -13% | 0% | 29 | -17% | -14%
CCCCn1c(=O)[nH]c(=O)c2c1nc(Cn1ncc(Cl)c(Cl)c1=O)n2CCC | -16% | -11% | 1% | -100* | 18µM* | -12%
Nc1c2c(nc3sc4c(c13)CCCC4)CCCC2 | 2% | -44% | -8% | -72* | nt | -20%
CCOCc1nnc(NC(=O)C2CCN(C(=O)c3ccco3)CC2)s1 | -16% | 47%[activator] | 2% | -13 | -9% | -1%
Fc1ccc(OCc2nc3ccccc3s2)cc1 | 4% | -24% | -4% | 20 | 12% | 33%[activator]
COc1ccc(/C=N/Nc2cc(C)nc(-n3nc(C)cc3C)n2)c(OC)c1 | -8% | 214%[activator] | 13% | -98* | -4% | 33%[activator]
CC(=O)c1ccc(-n2c(CCC(=O)O)ccc2-c2ccc(C)cc2)cc1 | -2% | -8% | 19% | nt | 18µM* | -9%
O=C(CSc1ccccc1)Nc1ccc(C(=O)Nc2cccc(O)c2)cc1 | 5% | -23% | 1% | 47 | 1% | -1%
O=C(CCc1ccccn1)NC1CCCc2c1cnn2-c1ccc(F)cc1F (stereo not drawn) | 2% | 4% | -6% | ? | 0% | -3%
C/C(=N\OC(=O)c1c(-c2ccccc2Cl)noc1C)c1ccncc1 | 1% | 2% | -1% | -1 | 1% | -3%
CCc1ccc(S(=O)(=O)NC2CCCCNC2=O)cc1 (stereo not drawn) | 0% | -2% | 9% | nt | 3% | 0%
O=C(c1ccccc1CCc1ccccc1)N1CCOCC1 | 2% | 11% | -2% | -104* | -6% | 16%
CC(=O)c1ccc(NC(=O)CCn2nc(C)c(S(=O)(=O)N3CCC(C)CC3)c2C)cc1 | -1% | nt | nt | 14 | 3% | nt
Cn1c(=O)[nH]c(=O)c2c1nc(SCC(O)CO)n2CCCc1ccccc1 (stereo not drawn) | 1% | -11% | 7% | 80 | 1% | -1%
Cc1nn(-c2ccc(F)cc2)c(Cl)c1/C=C(\CCC(=O)O)c1nc2ccccc2s1 | 1% | -15% | 15% | 45 | 9% | -5%
Cc1cccc(C)c1NC(=O)CN(Cc1ccc(Br)cc1)S(=O)(=O)c1ccccc1 | -7% | nt | nt | -26 | 2% | nt
CCn1c(CC(=O)Nc2cccc(OC)c2)nnc1SCC(=O)N1CCN(c2ccccc2)CC1 | -11% | 89%[activator] | 5% | nt | -19% | 0%
CCOc1ccc(CN(C)C(=O)CNC(=O)C2CCCCC2)cc1OC | -3% | 4% | 5% | 0 | -3% | 14%
CC(CN1CCC(O)CC1)c1ccccc1 (stereo not drawn) | -14% | -30% | ? | 39 | -10% | 0%
O=S(=O)(NC1=NCCC1)c1ccc(F)cc1 | -1% | -6% | 4% | 50 | 3% | -15%

Entries from the list above containing bromine, in the order listed:
structure | AmpC inh detg | AmpC no deterg | FBPA Giardia inh | HCMV inh | Sm TGR inh | AMA1 RON2 block
O=C(COc1ccc(Br)cc1Cl)NC1CCN(Cc2ccccc2)CC1 | -6% | 138%[activator] | nt | 8 | -15% | 5%
Cc1cccc(C)c1NC(=O)CN(Cc1ccc(Br)cc1)S(=O)(=O)c1ccccc1 | -7% | nt | nt | -26 | 2% | nt

(more compounds)
structure | AmpC inh detg | AmpC no deterg | FBPA Giardia inh | HCMV inh | Sm TGR inh | AMA1 RON2 block
COCCCNC(=O)CSc1c2c(nc3ccc(Cl)cc13)CCCC2 | -8%&-2% | 30% | -5% | 72&68 | -1%&0% | -14%
CCOC(=O)N1CCN(S(=O)(=O)c2ccc(OCC)cc2)CC1 | ? | 9% | 6% | 2 | -2% | 0%
CC1(C)N=c2ccc([N+](=O)[O-])c(N)c2=[N+]1[O-] | 5% | -6% | ? | 29 | 1% | -10%
CN(C)C1=NCCN1CCC1CCCC1 | -9% | -24% | -5% | -19 | -20% | -3%
C=CCn1c(SCc2ccc(F)cc2)nnc1-c1sc2nc(C)cc(C)c2c1N | ? | -7% | 5% | -24 | 13% | 17%
COC(=O)c1ccc(C(=O)N(C)C2CCCN(Cc3ccccc3F)C2)nc1 (stereo not drawn) | -2% | 15% | -3% | 32 | -4% | 1%
Cc1c(C(=O)N2CCCCC2)c(S(=O)(=O)NCCc2ccccc2)c(C)n1C | -1% | 1% | nt | -29 | 4% | -11%
CC1CCC/C(=C\Nc2ccc(C(=O)O)c(O)c2)C1=O (stereo not drawn) | 2% | -43% | -23% | -33 | -6% | -9%
Cc1[nH]c2ccccc2c1C(=O)CSC(=S)N(C)C | -13% | -23% | -10% | -34 | -9% | -1%
Cc1nn(-c2ccccc2)nc1C(=O)NNC(=O)c1cccc2ccccc12 | -2% | -13% | 7% | 1 | 22% | 105%[activator]
CC(C)CC(=O)Nc1ccc(C(=O)OCc2cc(=O)n3nc(C(C)C)sc3n2)cc1 | -4% | nt | nt | 0 | -4% | nt
O=C(NNC(=O)c1ccccc1Br)c1ccc2nc[nH]c2c1 | -8% | -27% | nt | -34 | 3% | -12%
CC1CC(C)CN(C(=O)C2CC(=O)N(c3ccc(F)cc3)C2)C1 (stereo not drawn) | -4% | 15% | 27% | ? | 0% | 0%
